Bioassay records from PubChem.
MEP2-GFP yeast: alters MEP2-GFP fluorescence in TOR pathway yeast screen | S. cerevisiae MEP2-GFP strain, flow cytometry GFP, 3 h; 100% = DMSO control level | 330,000 tested, 0.51% active | GFP response vs DMSO, % at 10 µM;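 active means GFP response versus DMSO above a set limit, roughly screen mean plus 3 SD, cut at about 180% in these data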;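 further: median GFP fluorescence of the barcode-gated MEP2-GFP cells per well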
proCasp7 act: counter-screen for procaspase-3 activators: activators of human procaspase-7; P55210; recombinant procaspase-7, Ac-DEVD-pNA absorbance 405 nm; D23A/D198A/D206A triple mutant, cannot self-cleave; scale: DMSO 0, 5 µM enzyme 100; activation, % at 8.5 µM; 330,000 tested, 0.093% active; AID 463210;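 active means percent activation above the screen-wide mean plus 3 SD, cut at about 25% in these data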
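Replicates: singlicate. Assay system: Procaspase-7 triple mutant (PC-7 D3A). Signal: 405 nm absorbance of p-nitroaniline. Times: 1 h preincubation, 2 h reaction. Buffer or medium: Zinc-free HEPES pH 7.4 with 300 mM NaCl, 0.01% Triton X-100. Also added: DEVD-pNA substrate. Benchmarks: DMSO wells as 0%, DMSO with 5 µM added PC-7 as 100%.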
AHR activator: activates the human aryl hydrocarbon receptor; P35869; AHR-responsive luciferase reporter cells, luminescence; 320,000 tested, 2.5% active; activation, % at 5 µM; AID 2796; in the data active means activation above about 47%;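 further: 0% = vehicle wells and 100% = reference agonist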
EBNA-1 inhibitor: blocks EBNA-1 binding to DNA; EBNA-1 DNA binding, fluorescence polarization; inhibition, % at 14.8 µM; AID 1950; 300,000 tested, 0.34% active; in the data active means inhibition above about 28%
ZTA counter: ZTA (EBV) inhibition in EBNA-1 counter-screen | P03206 | ZTA-DNA binding, fluorescence polarization | inhibition, % at 11 µM | 320,000 tested, 0.15% active | AID 2234; in the data active means inhibition above about 33%
LAP4 TOR yeast: modulators of TOR pathway LAP4-GFP in S. cerevisiae; S. cerevisiae LAP4-GFP multiplex, flow cytometry GFP, 3 h; median GFP as percent of DMSO wells; GFP response vs DMSO, % at 10 µM; 320,000 tested, 0.34% active; AID 2023;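 active means GFP response vs DMSO above a set limit, about the screen mean plus 3 SD, cut at about 150% in these data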
RPL19A TOR yeast: modulators of TOR pathway RPL19A-GFP in S. cerevisiae | S. cerevisiae RPL19A-GFP strain, flow cytometry, 3 h; active compounds read low | percent response vs DMSO, % at 10 µM | 330,000 tested, 0.3% active;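 active means percent response vs DMSO below 50%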;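 further: median channel GFP fluorescence of the barcoded RPL19A-GFP strain; ratio of sample median GFP to plate DMSO average so 100% = DMSO; lower means less RPL19A-GFP as with rapamycin TOR inhibition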
proCasp3 act: procaspase-3 (human) activation | 330,000 tested, 0.11% active | activation, % at 8.5 µM | AID 463141 | recombinant procaspase-3 D3A, Ac-DEVD-pNA absorbance 405 nm;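 active means activation above the mean of all tested compounds plus 3 SD, cut at about 21% in these data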;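 further: 0% = DMSO alone and 100% = DMSO wells spiked with extra 5 µM PC-3 D3A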
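Test system: Procaspase-3 D3A mutant; medium: Zinc-free HEPES/NaCl buffer with 0.01% Triton X-100 at pH 7.4; reagent: DEVD-pNA substrate; doses: one concentration, 8.5 µM nominal, 0.8% DMSO; times: 1 h preincubation plus 2 h reaction at 25 °C; signal: Epi-absorbance at 405 nm of released p-nitroaniline, 0 and 120 min; replicates: singlicate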
* = called active by the depositor; · = no result given; [ ] = another dose, or the depositor's remark.

canonical_smiles,MEP2-GFP yeast,proCasp7 act,AHR activator,EBNA-1 inhibitor,ZTA counter,LAP4 TOR yeast,RPL19A TOR yeast,proCasp3 act
O=C1NC(=S)N(c2ccccc2F)C(=O)/C1=C\c1cccs1,63,-21,7,-9,-1,50,58,-10
O=c1c2ccccc2ncn1-c1ccc([N+](=O)[O-])c(C(F)(F)F)c1,108,13,3,11,0,120,95,6
c1cncc(CNC2CCCC2)c1,100,9,-2,-14,-12,105,95,6
CN1CC[C@]23c4c5ccc(OC6OC(C(=O)O)[C@@H](O)C(O)[C@H]6O)c4OC2C(O)C=CC3[C@H]1C5 (some centres not stated),98,1,-1,·,·,108,99,15
O=P(O)(O)Cc1ccccc1OP(=O)(c1ccccc1)c1ccccc1,109,-1,1,-10,9,105,108,0
COC(=O)C1=C(c2ccc(F)cc2F)C[C@@H]2CC[C@H]1N2C(=O)N1CCCCC1,93,-2,-1,·,-8,99,93,7
CCCCn1c(=O)c(C(=O)Nc2cnccn2)c(O)c2ccccc21,90,0,16,3,-17,90,95,-1
COc1cccc(-c2nc3ccc(N4CCN(C)CC4)cc3[nH]2)c1,101,5,-3,2,12,104,97,4
O=[N+]([O-])/C(Cl)=C1\NCCN1Cc1ccc(Cl)nc1,96,-1,-1,7,-5,98,97,-6
Clc1ccc(OCC#CCN2CCOCC2)cc1,114,-2,0,10,3,118,98,-1
Cc1cc(C)[n+](C2C3CC4CC(C3)CC2C4)o1 (configuration not stated),111,1,0,-17,-7,97,97,1
CC(O)(CS(=O)(=O)c1ccc(F)cc1)C(=O)Nc1ccc(C#N)c(C(F)(F)F)c1 (configuration not stated),97,1,-1,8,19,106,99,9

canonical_smiles,MEP2-GFP yeast,proCasp7 act,AHR activator,EBNA-1 inhibitor,ZTA counter,LAP4 TOR yeast,RPL19A TOR yeast,proCasp3 act
COc1ccc2[nH]c(C)c(CCN3CCC(=O)C(C)C3C)c2c1 (configuration not stated),99,4,9,-4,-16,101,95,-4
COc1ccc(-n2nc(C(=O)NCC(=O)N3CCC4(CC3)OCCO4)c3ccccc3c2=O)cc1Cl,98,2,6,0,-11,95,96,4
CC(Cc1ccccc1)[n+]1cc(/N=C(\[O-])N(C)C)on1 (configuration not stated),99,8,1,-2,5,93,97,-7
COc1ccc2c3c([nH]c2c1)C(C)=NCC3,259*[may fluoresce violet],-13,50*,-10,-14,115[may fluoresce violet],51[may fluoresce violet],-5
Cc1cc(C)n2c(Br)c(CN3CC4CC(C3)c3cccc(=O)n3C4)nc2n1 (configuration not stated),107,6,1,7,-9,115,102,3
CN1C(=O)C(Cc2ccc(OCc3ccccc3)cc2)C(=O)N(C)C1=O,108,8,-1,-10,1,105,101,-2
COc1ccc(CCC(C)NCCc2ccccc2)cc1 (configuration not stated),99,-1,0,18,8,94,99,6
CCOC(=O)c1c(NS(=O)(=O)c2ccccc2)n(CCCOC)c2nc3ccccc3nc12,91,-23,9,7,56*,89,100,-13
CCOc1ccccc1N1C(=O)CC(=O)NC1=O,108,-21,1,1,8,98,105,-11
Cn1cc(C(=O)c2ccccc2)c2ccccc21,102,5,-1,1,14,113,92,0
O=C1CCCN1C(=O)c1cncc(Br)c1,108,2,0,-6,-5,105,105,12
Cc1ccccc1NC(=S)NC(NC(=O)CF)C(Cl)(Cl)Cl (configuration not stated),110,-7,3,9,-3,99,107,-4

Exported with values under each structure: 13 of the compounds above.
Sequence of screens: MEP2-GFP yeast | proCasp7 act | AHR activator | EBNA-1 inhibitor | ZTA counter | LAP4 TOR yeast | RPL19A TOR yeast | proCasp3 act
> O=P(O)(O)Cc1ccccc1OP(=O)(c1ccccc1)c1ccccc1
→ 109 | -1 | 1 | -10 | 9 | 105 | 108 | 0
> COC(=O)C1=C(c2ccc(F)cc2F)C[C@@H]2CC[C@H]1N2C(=O)N1CCCCC1
→ 93 | -2 | -1 | · | -8 | 99 | 93 | 7
> CCCCn1c(=O)c(C(=O)Nc2cnccn2)c(O)c2ccccc21
→ 90 | 0 | 16 | 3 | -17 | 90 | 95 | -1
> COc1cccc(-c2nc3ccc(N4CCN(C)CC4)cc3[nH]2)c1
→ 101 | 5 | -3 | 2 | 12 | 104 | 97 | 4
> O=[N+]([O-])/C(Cl)=C1\NCCN1Cc1ccc(Cl)nc1
→ 96 | -1 | -1 | 7 | -5 | 98 | 97 | -6
> Clc1ccc(OCC#CCN2CCOCC2)cc1
→ 114 | -2 | 0 | 10 | 3 | 118 | 98 | -1
> Cc1cc(C)[n+](C2C3CC4CC(C3)CC2C4)o1 (configuration not stated)
→ 111 | 1 | 0 | -17 | -7 | 97 | 97 | 1
> CC(O)(CS(=O)(=O)c1ccc(F)cc1)C(=O)Nc1ccc(C#N)c(C(F)(F)F)c1 (configuration not stated)
→ 97 | 1 | -1 | 8 | 19 | 106 | 99 | 9
> COc1ccc2[nH]c(C)c(CCN3CCC(=O)C(C)C3C)c2c1 (configuration not stated)
→ 99 | 4 | 9 | -4 | -16 | 101 | 95 | -4
> COc1ccc(-n2nc(C(=O)NCC(=O)N3CCC4(CC3)OCCO4)c3ccccc3c2=O)cc1Cl
→ 98 | 2 | 6 | 0 | -11 | 95 | 96 | 4
> CC(Cc1ccccc1)[n+]1cc(/N=C(\[O-])N(C)C)on1 (configuration not stated)
→ 99 | 8 | 1 | -2 | 5 | 93 | 97 | -7
> COc1ccc2c3c([nH]c2c1)C(C)=NCC3
→ 259*[may fluoresce violet] | -13 | 50* | -10 | -14 | 115[may fluoresce violet] | 51[may fluoresce violet] | -5
> Cc1cc(C)n2c(Br)c(CN3CC4CC(C3)c3cccc(=O)n3C4)nc2n1 (configuration not stated)
→ 107 | 6 | 1 | 7 | -9 | 115 | 102 | 3

(continued)
canonical_smiles,MEP2-GFP yeast,proCasp7 act,AHR activator,EBNA-1 inhibitor,ZTA counter,LAP4 TOR yeast,RPL19A TOR yeast,proCasp3 act
CCOC(=O)C1C(=O)N(C)C2(C)CC1c1cc(OC)ccc1O2 (configuration not stated),96,0,2,-13,-27,94,97,4
CC1(C)COC(Nc2cccc(Cl)c2)=N1,96,2,5,2,-4,93,101,4
C=CCn1c(O)c(C(CC)=NCc2ccco2)c(=O)[nH]c1=O,86,-1,2,-5,7,89,93,-10
C=C1C(O)(c2ccccc2)C2CC[N+]1(C)CC2 (configuration not stated),106,5,-2,5,1,103,100,-3
CCCCCCn1c(=O)c(C(=O)Nc2cnccn2)c(O)c2ccccc21,95,-3,8,3,-12,97,101,1
O=c1[nH]c(N2CCN(Cc3ccc4c(c3)OCO4)CC2)nc2c1CCC2,109,2,7,-8,-21,101,·,-2
Cc1cccc(N2C(=O)NC(=O)/C(=C\c3cnn(-c4ccccc4)c3)C2=O)c1,95,-23,1,-3,-7,129,100,-2
CN1CCN(c2ccc([N+](=O)[O-])c(SCCO)c2)CC1,104,-16,7,-5,-3,116,101,-11
N=Cc1c(O)n(-c2ccc(C34CC5CC(CC(C5)C3)C4)cc2)c(=O)[nH]c1=O,103,10,-6,29*,21,106,100,-1
COC(=O)C1=C(c2ccc(OC(F)(F)F)cc2)C[C@@H]2CC[C@H]1N2C(=O)NCc1ccc(F)cc1,92,6,3,·,-10,81,97,6
O=C(Cn1cnc2ccccc2c1=O)NCCC(=O)N1CCC2(CC1)OCCO2,99,-4,0,-12,-8,90,95,-3
Nc1cc(C(=O)Nc2ccc(Cl)cc2)ccc1N1CC2CC(C1)c1cccc(=O)n1C2 (configuration not stated),251*[may fluoresce violet],-9,20,-14,-2,46[may fluoresce violet],40*[may fluoresce violet],-2

canonical_smiles,MEP2-GFP yeast,proCasp7 act,AHR activator,EBNA-1 inhibitor,ZTA counter,LAP4 TOR yeast,RPL19A TOR yeast,proCasp3 act
COC(=O)C1=CCCN(C)C1,103,5,-3,-12,2,131,103,4
CN(C)[C@@H]1C(=O)C(C(N)=O)=C(O)[C@@]2(O)C(=O)C3=C(O)c4c(O)cccc4[C@@](C)(O)C3C[C@@H]12 (some centres not stated),123,-2,0,4,-3,128,107,0
CC(c1ccccc1)[n+]1ccccc1 (configuration not stated),84,-7,4,0,-9,102,104,1
CCOc1ccc(N=Cc2c(O)n(C(C)(C)C)c(=O)[nH]c2=O)cc1,104,0,1,-6,-12,97,99,3
COc1ccc2c(c1)c(C(=O)CN1CCN(C)CC1)c(C)n2Cc1ccccc1,96,6,-2,3,-7,87,90,-5
CCN(CC)P(=O)(NC(=O)c1cccn1C)N(CC)CC,102,-8,-2,-3,16,105,99,0
CCOc1cc2[nH]c(=S)n(CCCC(=O)N3CCC4(CC3)OCCO4)c(=O)c2cc1OCC,110,6,0,-1,3,107,100,2
CC1(C)CC(=O)c2cc(OCC(=O)N3CCN(Cc4ccccc4)CC3)ccc2O1,106,-2,2,-5,-4,106,100,-1
Cc1cccc(-n2c(C)nc3cc(C(=O)N4CCC5(CC4)OCCO5)ccc32)c1,107,8,0,-7,-5,109,104,1
CCN(CC)c1ccc(N=Cc2c(O)n(-c3ccc(OC)cc3)c(=O)[nH]c2=O)cc1,95,-26,5,-6,36*,85,102,-16
C[N+](C)(C)CC#CCN1CCCC1=O,105,8,-1,-1,0,105,99,2
Cc1cc(Cl)ccc1OC(C)C(=O)O (configuration not stated),93,4,-2,3,0,110,101,-3

canonical_smiles,MEP2-GFP yeast,proCasp7 act,AHR activator,EBNA-1 inhibitor,ZTA counter,LAP4 TOR yeast,RPL19A TOR yeast,proCasp3 act
Cc1c(CC(=O)N2C[C@H]3C[C@@H](C2)c2cccc(=O)n2C3)c(=O)oc2c(C)c(O)ccc12,98,26,-2,1,3,101,99,21
O=c1c2ccccc2nc(/C=C/c2ccccc2O)n1-c1ccccc1O,104,-1,47*,-1,10,98,97,3
c1ccc2c3c(ccc2c1)OCC1CONC31 (configuration not stated),97,2,3,-1,1,102,100,-5
CCN1C[C@]2(C)CC[C@H](OC)[C@]34C2[C@H](OC(C)=O)[C@@]2(OCO[C@@]25C[C@H](OC)[C@H]2C[C@]3(O)C5[C@H]2OC)[C@@H]14,108,1,9,11,-5,96,106,-4
COc1ccc2nc3oc(C(=O)N4CCC5(CC4)OCCO5)cc3cc2c1,109,3,24,12,-9,100,103,3

Only part of the results is shown (hit frequency here may not be typical).
